Hsp70 act – Hsp70 transcriptional activation, primary screen; HeLa Hsp70 promoter luciferase reporter, luminescence; scaled: vehicle 0, proteasome-inhibitor control 100%; activation, % at 10 µM; 200,000 tested, 0.04% active; AID 1203;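 active = activation above the mean across all tested compounds plus 3 SD, cutoff set per campaign, cut at about 5.5% in these data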;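 note: 100% = MG132 at 30 µM as the positive control and 0% = DMSO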
STAT3 inh – inhibitors of IL-6 induced STAT3 signaling. U3A cells, IL-6 STAT3-luciferase reporter, luminescence; host cell line lacks STAT1. inhibition, % at 5.5 µM. 190,000 tested, 0.89% active;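 active = inhibition above the mean inhibition across all screened compounds plus 3 SD, cut at about 44% in these data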;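 note: 0% = DMSO only wells and 100% = 100 µM nifuroxazide control wells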
Efa HMGR inh – E. faecalis class II HMG-CoA reductase inhibition. 190,000 tested, 0.41% active. purified E. faecalis HMGR, NADPH absorbance 340 nm kinetic. AID 1066. inhibition, % at 10 µM;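 active = inhibition above a set limit, the median over all tested compounds plus 3 SD, cut at about 9.5% in these data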;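 note: enzyme runs in reverse so mevalonate oxidation gives rising NADPH absorbance; 0% = complete reaction with DMSO and 100% = background rate lacking mevalonate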
NF-kB neuron act – NF-kB expression increase, human neuronal cells; 190,000 tested, 1.6% active; NF-kB reporter expression; active compounds read high; fold change at 12.5 µM; in the data active = fold change above about 3.3
STAT3 act – activators of IL-6 induced STAT3 signaling | U3A cells, IL-6 STAT3-luciferase reporter, luminescence; 100% = signal with IL-6 EC80 alone | activation (% of control), % at 5.6 µM | 190,000 tested, 0.91% active | AID 871;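 active = activation above the screen-wide mean of compound activation plus 3 SD, cut at about 130% in these data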;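 note: 0% = background luminescence of wells with medium and substrate only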
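Material: STAT1-lacking human U3A cells, STAT3 luciferase reporter | Benchmarks: IL-6-only wells as 100% reference | Probe or stimulus: IL-6 (33 ng/mL) | Timing: Compound 1 h, then IL-6 6 h at 37 °C | Detection: Luminescence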
TLR4-MyD88 BLA – blocks binding of human TLR4 to MyD88. O00206+Q99836. HeLa CL3-4 TLR4/MyD88 BLA complementation, FRET ratio. inhibition, % at 8.4 µM. 200,000 tested, 0.18% active. AID 861; in the data active = inhibition above about 25%;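 note: 0% = vehicle and 100% = reference inhibitor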
Target sequence (O00206 whole entry, looked up): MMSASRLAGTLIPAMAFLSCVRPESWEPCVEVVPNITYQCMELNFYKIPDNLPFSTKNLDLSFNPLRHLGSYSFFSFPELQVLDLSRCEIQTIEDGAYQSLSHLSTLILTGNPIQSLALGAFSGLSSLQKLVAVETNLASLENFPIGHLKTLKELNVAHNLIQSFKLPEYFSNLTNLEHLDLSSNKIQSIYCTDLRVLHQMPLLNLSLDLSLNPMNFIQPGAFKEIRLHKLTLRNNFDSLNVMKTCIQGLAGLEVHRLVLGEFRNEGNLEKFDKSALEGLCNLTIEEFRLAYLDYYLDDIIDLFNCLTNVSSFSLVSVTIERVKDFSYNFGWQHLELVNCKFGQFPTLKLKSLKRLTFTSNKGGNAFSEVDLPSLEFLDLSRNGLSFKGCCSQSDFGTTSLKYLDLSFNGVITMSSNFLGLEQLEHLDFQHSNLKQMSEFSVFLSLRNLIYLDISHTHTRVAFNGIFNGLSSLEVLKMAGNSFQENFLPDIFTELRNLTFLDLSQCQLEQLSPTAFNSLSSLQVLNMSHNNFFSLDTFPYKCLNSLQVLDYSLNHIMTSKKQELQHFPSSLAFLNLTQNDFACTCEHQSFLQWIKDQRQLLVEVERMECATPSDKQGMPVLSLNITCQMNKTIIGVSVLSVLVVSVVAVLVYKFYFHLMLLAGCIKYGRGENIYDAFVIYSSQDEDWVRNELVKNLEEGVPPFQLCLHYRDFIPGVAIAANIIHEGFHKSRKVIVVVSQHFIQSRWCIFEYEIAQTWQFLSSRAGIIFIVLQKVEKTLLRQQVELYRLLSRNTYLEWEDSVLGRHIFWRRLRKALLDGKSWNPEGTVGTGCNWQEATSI
Target sequence (Q99836 whole entry, looked up): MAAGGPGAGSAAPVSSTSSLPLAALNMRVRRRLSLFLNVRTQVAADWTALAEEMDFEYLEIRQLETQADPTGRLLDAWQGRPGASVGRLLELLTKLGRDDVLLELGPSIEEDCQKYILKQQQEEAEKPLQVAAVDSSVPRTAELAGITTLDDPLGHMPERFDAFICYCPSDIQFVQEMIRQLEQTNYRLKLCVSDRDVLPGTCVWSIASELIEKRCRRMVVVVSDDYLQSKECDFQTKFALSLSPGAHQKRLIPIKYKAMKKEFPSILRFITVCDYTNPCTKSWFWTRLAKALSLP
STAT1 blocker – reduces IFN-gamma driven STAT1 reporter signal. NIH 3T3 STAT1-luciferase reporter, luminescence. inhibition, % at 5.5 µM. 200,000 tested, 0.35% active;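 active = inhibition above a set limit, the mean inhibition across all tested compounds plus 3 SD, cut at about 34% in these data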;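 note: 0% = IFN-gamma with DMSO and 100% = IFN-gamma with 300 µM nifuroxazide; values of inactives mirror those of a sister screen read the other way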
APP 5'UTR act – APP 5'UTR luciferase reporter activation; SH-SY5Y APP 5'UTR luciferase reporter, luminescence; zero percent = DMSO vehicle wells; AID 1276; activation, % at 2 µM; 190,000 tested, 1% active;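 active = activation above a set limit, based on mean plus 3 SD of controls, cut at about 140% in these data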; note: values of inactives mirror those of a sister screen read the other way
DTT redox prof – compounds producing H2O2 with reducing agent – biochemical, NIH compound library profiling, artefact control for MLSCN library redox annotation, primary screen; AID 878; DTT-dependent redox cycling H2O2, phenol red/HRP absorbance; 100% = 100 µM peroxide control, 0% = buffer; 200,000 tested, 0.03% active; activation, % at 10 µM;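 active = activation of at least 50% relative to the plate's high and low controls in the primary single-dose screen; inactive = activation below 50%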;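 note: compound incubated with DTT at 0.8 mM final as the reducing agent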
STAT1 activator – activators of IFN-gamma induced STAT1 signaling | activation (% of control), % at 5.5 µM | NIH 3T3 STAT1-luciferase reporter, luminescence; 100% = IFN-gamma alone, no compound | 200,000 tested, 2.6% active;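 active = activation above the screen-wide mean activation plus 3 SD, cut at about 130% in these data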;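 note: raw ratio to IFN-gamma control signal so 100% means no change and 0% no light; values of inactives mirror those of a sister screen read the other way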
Numbers without * were called inactive; . = no result given.

Each structure is followed by: STAT3 act	APP 5'UTR act	STAT3 inh	Hsp70 act	NF-kB neuron act	TLR4-MyD88 BLA	Efa HMGR inh	STAT1 blocker	DTT redox prof	STAT1 activator
1) CC1(C)COC(Nc2cccc(Cl)c2)=N1
→ 103	-6	-3	-0.3	1.1	-6	-1	-2	0.0	97
2) CCCOP(=O)(OCCC)C(NC(=O)c1cc(OC)c(OC)c(OC)c1)c1ccccc1 (configuration not stated)
→ 106	-1	1	-0.2	0.98	14	-2	-1	-0.3	101
3) Cn1c(=O)cc(OCC(=O)N2CCC3(CC2)OCCO3)c2ccccc21
→ 93	5	12	-0.1	1.1	9	-2	3	-1.7	99
4) O=[N+]([O-])c1ccc(N2CCNCC2)cc1N1CCCCCC1
→ 106	1	-1	0.5	.	9	-3	0	-1.2	100
5) O=C(NCCCN1CCOCC1)C(Cl)(Cl)Cl
→ 105	-20	-3	-0.2	0.95	-10	2	-1	0.5	100
6) CCC(=NCCN1CCOCC1)c1c(O)n(-c2ccccc2C)c(=O)[nH]c1=O
→ 112	-8	-11	0.1	1.1	-10	-4	3	5.2	97
7) CC1CC2(O)c3nonc3CCC2N1O (configuration not stated)
→ 102	-3	8	-0.5	1	-2	3	-5	2.3	104
8) CN(C)CCNC(=O)c1cccn(Cc2cc(C(F)(F)F)cc(C(F)(F)F)c2)c1=O
→ 106	-5	-5	-0.1	0.95	-3	-6	-6	-0.8	106
9) CC(C)CCn1c(N)c(C(=O)NCc2cccs2)c2nc3ccccc3nc21
→ 98	3	6	-0.5	0.82	-39	-2	-3	4.6	103
10) Cc1ccc2cc(C=C(C#N)C#N)c(Cl)nc2c1
→ 109	.	-10	-0.3	1.3	7	-4	-7	-0.2	106
11) Cc1nc2ccccc2c(=O)n1-c1ccc(F)cc1
→ 102	-7	2	-0.2	1.3	0	0	2	-0.3	96
12) COc1ccccc1CN1CCCC(C(=O)c2ccccc2SC)C1 (configuration not stated)
→ 97	8	8	-0.3	1.2	8	-1	17	-1.3	84
13) CCN1CCN(S(=O)(=O)c2cnc(Cl)c(Br)c2)CC1
→ 102	2	-4	-0.1	1.4	-3	3	6	0.7	95
14) CCSc1cc(C2C(C#N)=C(N)Oc3n[nH]c(C)c32)c(C)o1 (configuration not stated)
→ 104	2	-2	-0.3	1.2	2	-1	-6	0.0	106
15) Cc1cc(C)nc(-n2c(C)nc3cc(Cl)ccc3c2=O)c1
→ 99	14	5	0.4	0.99	-2	1	-4	0.5	103
16) COc1ccc2c(c1)c(C(=O)CN1CCN(C)CC1)c(C)n2Cc1ccccc1
→ 102	-11	1	-0.1	1	-6	-2	-2	1.6	102
17) COc1ccccc1N=C1SCCCN1C
→ 95	-6	12	-0.1	1.1	-5	-4	3	-0.4	98
18) CCC(=NCc1ccc(F)cc1)c1c(O)n(C)c(=O)n(C)c1=O
→ 79	-6	27	-0.2	1.4	1	-1	11	0.0	90
19) CCOC(=O)C1=C(C)OC(N)=C(C#N)C12C(=O)Nc1ccc(C)cc12 (configuration not stated)
→ 99	4	6	-0.2	1.2	2	-1	1	-0.1	99
20) Oc1ccc2ccccc2c1CN1CC=C(c2ccccc2)CC1
→ 107	27	-8	0.0	0.98	3	-5	-5	-0.6	105
21) COc1ccc(CCC(=O)N2CCC3(CC2)OCCO3)cc1
→ 110	-10	-7	0.1	1.6	0	-5	-9	3.2	109
22) CN(C)CCc1nc2ccccc2c(=O)n1-c1ccccc1
→ 104	16	-2	-0.3	1.1	-11	-3	3	0.7	97
23) Cc1ccc(CC(=O)N2CCN(Cc3ccccc3)CC2)cc1
→ 103	24	0	-0.1	1.3	-6	-3	-7	-1.6	104
24) O=C(O)[C@H]1NC[C@H]2C[C@H]21
→ 99	14	6	-0.2	1.1	-17	2	-1	0.5	99
25) COc1ccc(CCNCc2ccccc2F)cc1OC
→ 103	.	-1	-0.5	1	1	-3	-2	0.5	100
26) Cc1cccc(-n2c(O)c(C=Nc3ccc(S(N)(=O)=O)cc3)c(=O)[nH]c2=O)c1
→ 101	-28	0	0.1	1	6	0	-4	-0.4	102
27) CCOc1ccc(CN(CCCl)CCCl)cc1C(=O)OC
→ 96	-2	8	1.3	1.1	7	-4	2	2.3	99
28) Cc1c(N=Cc2c(O)n(Cc3ccc(F)cc3)c(=O)[nH]c2=O)c(=O)n(-c2ccccc2)n1C
→ 105	0	-6	0.7	0.94	-6	0	-2	-0.5	103
29) CCOc1ccc(NC(=O)c2ccc(NC(=O)COC(=O)Cc3ccccc3)cc2)cc1
→ 107	81	-5	-0.3	1.5	7	-7	-2	-0.4	102
30) Cc1cc(C)cc(N2C(=O)NC(=O)/C(=C\c3cc(C)n(C)c3C)C2=O)c1
→ 75	4	35	-0.4	1.4	-11	9	-1	-2.0	100
31) N=C1c2ccccc2CN1NC(=O)c1ccc(F)cc1
→ 101	-5	3	-0.1	1.6	-11	-4	0	-4.4	100
32) COC(=O)[C@@H]1C[C@H]1[C@@H](NP(=O)(c1ccccc1)c1ccccc1)c1ccccc1
→ 79	-11	22	-0.2	1.6	-6	1	8	-0.2	93
33) Cc1ccc(-c2nc3ccccc3c(=O)n2-c2ccc(Br)cn2)cc1
→ 102	13	2	0.3	1.2	6	8	3	-0.5	96
34) CCn1cc(C(=O)N2CCOCC2)c2ccccc21
→ 114	16	-15	-0.2	1.1	-8	-5	2	-2.5	98
35) Cc1cc(N2C(=O)C3CCCN3C2c2cccc(Cl)c2)no1 (configuration not stated)
→ 102	4	0	-0.1	1.3	-9	-2	-3	1.0	102
36) C/C(=N\N1CCCCCC1)c1c(O)n(-c2ccccc2)c(=O)[nH]c1=O
→ 101	-8	-3	-0.5	0.97	-6	0	1	-0.1	99
37) Cc1nc2sccc2c(=O)n1-c1ccccc1Cl
→ 103	-1	4	0.0	1.4	-4	-11	0	-8.5	100
38) CC1CCCN(CC(=O)c2ccc(Cl)c(Cl)c2)C1 (configuration not stated)
→ 103	-33	0	-0.2	0.95	5	-2	-6	-1.9	105
39) COc1cc(N2CCOCC2)ccc1/C=C1\C(=O)NC(=O)N(Cc2ccc3c(c2)OCO3)C1=O
→ 97	-5	6	-0.2	1	-5	1	-4	-1.6	103
40) O=C(c1ccc(Cl)cc1)C1CCCN(Cc2ccc3nonc3c2)C1 (configuration not stated)
→ 103	-7	1	0.1	0.92	4	0	-5	-1.1	103
41) CN(C)CC1CCCCC1OC(=O)c1ccc(Cl)c(Cl)c1 (configuration not stated)
→ 102	-14	-2	-0.4	1	13	0	1	4.6	99
42) C=CCN1C(=O)NC(=O)/C(=C/c2cnc(SC)nc2)C1=O
→ 112	-9	-3	-0.1	0.98	-2	4	0	-1.8	107
43) CCN(CC)Cc1c[nH]c2ccccc12
→ 118	13	-16	0.1	1	12	-2	10	-0.2	91
44) CCS(=O)(=O)N1CCC(C(=O)N2CCC3(CC2)OCCO3)CC1
→ 100	-9	4	-0.2	1	-17	0	0	-2.0	100
45) COC(=O)N1C(c2ccccc2)C1c1ccccc1 (configuration not stated)
→ 105	4	-1	0.1	0.95	12	-5	-7	-0.8	105
46) Cc1cc(C)c(S(=O)(=O)NCC2CCC(C(=O)N3CCC4(CC3)OCCO4)CC2)c(C)c1 (configuration not stated)
→ 93	10	12	-0.3	1.1	-8	-2	7	0.4	94
47) CC1CCC(NCCc2ccc3c(c2)OCO3)CC1 (configuration not stated)
→ 103	9	6	-0.2	1.6	0	-8	1	2.0	99
48) O=C1NC(=O)C(CCc2ccncc2)(c2ccccc2)C(=O)N1
→ 102	21	0	-0.2	0.81	-3	-2	6	1.7	95
49) Cc1cc(OCC(=O)O)c2c3c(c(=O)oc2c1)CCCC3
→ 95	-3	9	-0.2	1	14	2	0	-0.6	97
50) C=CCn1c(O)c(C(C)=NCCc2ccccc2)c(=O)[nH]c1=O
→ 86	-17	18	-0.1	1.5	-10	-4	0	0.2	99
51) C=C1C(O)(c2ccccc2)C2CC[N+]1(C)CC2 (configuration not stated)
→ 97	-4	8	0.1	0.92	-5	-2	0	0.7	100
52) Cc1[nH]c2ccccc2c1CCCNC1CCCCC1
→ 105	2	-4	-0.2	0.94	-3	-2	5	0.3	96
53) CN(C)CCN=Cc1c(O)n(-c2cccc(C(F)(F)F)c2)c(=O)[nH]c1=O
→ 101	-32	3	-0.5	1.5	-11	-2	-20	-0.3	116
54) O=c1[nH]c(O)c(N=Nc2cccc(S(=O)(=O)N3CCOCC3)c2)c(=O)[nH]1
→ 97	-2	8	-0.3	1.1	13	-2	10	-1.1	89
55) COc1ccc(C(=O)C2CCCN(Cc3ccon3)C2)c(OC)c1 (configuration not stated)
→ 107	17	-2	-0.3	1.2	-7	2	0	0.8	98
56) OC(CNC1CCCCC1)C(F)(F)F (configuration not stated)
→ 105	15	4	0.1	0.87	-1	2	-8	-0.7	107
57) O=C(CN1CCCCC1)c1ccccc1F
→ 97	25	6	-0.3	1.5	-2	0	0	-0.8	99
58) COc1cc2ccccc2cc1C(=O)Nc1ccc(Cc2ccncc2)cc1
→ 107	5	-1	0.2	0.58	2	-5	-6	-16	106
59) Cc1ccccc1N1C(=O)NC(=O)/C(=C\c2cc(C)n(C)c2C)C1=O
→ 87	39	18	-0.1	1.1	-4	-1	8	-1.0	93
60) Clc1ccc(OCC#CCN2CCOCC2)cc1
→ 98	3	2	0.4	1.4	-3	-3	-18	-0.1	117

Screening results (PubChem BioAssay)

This is a subset. The share of hits here may be higher or lower than overall.
